# L3MBTL1 block: L3MBTL1 (human) inhibition; Q9Y468; AlphaScreen L3MBTL1–H3K9me1 peptide binding; Potency, µM (top dose mostly 57.1 µM), without a hit: at the top dose activity, negative = inhibition, usual class: inhibitors; actives 0.66% (n = 230,000); active = well fitted inhibition curve with a large enough effect; inconclusive = small, poorly fitted or top-dose-only effect; inactive = no such curve, though single readings can be large or run the other way; note: nearly all actives have a fitted effect of over 60% in size
# Target sequence (Q9Y468 whole entry, looked up): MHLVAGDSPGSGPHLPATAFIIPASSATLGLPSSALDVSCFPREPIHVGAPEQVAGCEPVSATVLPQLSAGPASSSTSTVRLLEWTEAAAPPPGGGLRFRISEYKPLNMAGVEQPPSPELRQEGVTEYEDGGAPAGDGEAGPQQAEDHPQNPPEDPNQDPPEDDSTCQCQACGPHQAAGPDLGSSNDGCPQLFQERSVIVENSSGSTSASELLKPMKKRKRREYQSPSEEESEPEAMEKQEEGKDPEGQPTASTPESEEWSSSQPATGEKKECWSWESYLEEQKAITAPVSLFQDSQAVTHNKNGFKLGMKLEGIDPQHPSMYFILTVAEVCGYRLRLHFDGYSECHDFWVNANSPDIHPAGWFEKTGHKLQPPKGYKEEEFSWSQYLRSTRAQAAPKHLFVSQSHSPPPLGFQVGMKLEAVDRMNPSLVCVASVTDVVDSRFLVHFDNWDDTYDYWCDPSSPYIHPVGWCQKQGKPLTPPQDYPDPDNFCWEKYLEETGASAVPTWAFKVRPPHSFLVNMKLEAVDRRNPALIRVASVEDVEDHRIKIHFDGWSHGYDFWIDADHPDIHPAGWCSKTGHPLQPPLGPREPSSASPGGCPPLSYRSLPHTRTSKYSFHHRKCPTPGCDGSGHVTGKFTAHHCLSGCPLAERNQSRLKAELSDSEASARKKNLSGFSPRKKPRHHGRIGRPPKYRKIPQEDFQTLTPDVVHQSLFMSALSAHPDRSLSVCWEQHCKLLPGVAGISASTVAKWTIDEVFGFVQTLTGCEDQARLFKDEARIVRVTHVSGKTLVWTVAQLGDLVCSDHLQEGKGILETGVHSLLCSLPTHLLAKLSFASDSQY
#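 First, the protein-peptide complex forms for 30 min at room temperature (L3MBTL1 50 nM, biotinylated H3K9me1 peptide 75 nM). Next, compounds are pin-transferred and incubated 30 min. Finally, AlphaScreen beads are added and read after 30 min.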
# An asterisk follows results filed as active; ? = inconclusive; & = joins results of further samples; [ ] = dose if it differs, or a comment. % is set by controls: 0 for no effect and ±100 for the full control effect; potency is the fitted concentration of half-maximal effect. A portion of the library (hit frequency here may not be typical).
SMILES,L3MBTL1 block
COc1ccc(-c2c(-c3cc(OC)cc(OC)c3)n(C)c3ccc(Br)cc23)cc1,-12.0%
Cc1ccc(S(=O)(=O)N2[C@@H](c3cccc(Cl)c3)C(C(=O)O)=CC[C@H]2c2cccs2)cc1,-1.6%
O=C(NCCS(=O)(=O)NCc1cccnc1)c1ccccc1,-0.7%
O=C(COc1ccc(Cl)cc1Cl)NC(=O)NC1CCCC1,2.4%
O=C(COc1ccccc1F)N1N=C(c2cccs2)CC1c1ccco1 (stereo unspecified),-28.3%
CC(C)(C)OC(=O)C[C@H]1C/C=C\C[C@@H](CC(=O)N[C@@H](CO)Cc2ccccc2)C(=O)N2CCC[C@H]2COC1=O,-8.2%
Cc1ccc(S(=O)(=O)NCCC(=O)NCC(c2cccs2)N2CCOCC2)cc1 (stereo unspecified),-0.7%
Cc1cc(C)cc(C(=O)NCC(=O)N2CCC(C(N)=O)CC2)c1,2.7%
CC(C)(CNC(=O)c1sc2cc(Cl)ccc2c1Cl)N1CCOCC1,1.7%
CC(C#Cc1ccc2c(c1)COc1c3ccccc3nn1-2)OC(C)(C)C (stereo unspecified),0.5%

# Overlap with the part before: two entries; new compounds follow.
SMILES,L3MBTL1 block
CC(C)(CNC(=O)c1sc2cc(Cl)ccc2c1Cl)N1CCOCC1,1.7%
CC(C#Cc1ccc2c(c1)COc1c3ccccc3nn1-2)OC(C)(C)C (stereo unspecified),0.5%
Cc1nc(C)c(C(=O)OCC(=O)N(C)c2ccccc2)s1,6.8%
O=S1(=O)c2ccc(Br)cc2N2CCC[C@@H]2CN1Cc1ccccc1,2.9%
COc1ccc(C(=O)Nc2ccc(Cl)cc2F)cc1S(=O)(=O)N1CCCC1,5.4%
CC(=O)Nc1cccc(NS(=O)(=O)c2cc3c4c(c2)CCN4C(=O)CC3)c1,-8.7%
CN(c1ccccc1)S(=O)(=O)c1cc(C(=O)NCCCn2ccnc2)ccc1Cl,-1.4%
O=C(COC(=O)c1cc(S(=O)(=O)N2CCOCC2)ccc1Cl)NCc1ccc2c(c1)OCO2,-0.7%
Cc1cccc(C(=O)N[C@H](C(=O)NCc2cccs2)C(C)C)c1,5.7%
Cc1ccc([C@@H]2CC=C(C(=O)O)[C@H](c3ccc(F)cc3)N2S(=O)(=O)c2ccc(C)cc2)cc1,6.7%
COc1cccc(NC(=O)c2c(F)cccc2F)c1,0.1%
COCCN(CC(=O)Nc1cccc(C)c1C)C(=O)Cc1ccsc1,0.8%
O=C(CCc1c[nH]c2ccccc12)N1CCN(S(=O)(=O)c2ccccc2)CC1,-7.8%
CCSc1nnc(NC(=O)c2ccc(F)c(S(=O)(=O)N3CCOCC3)c2)s1,33.4%[activator]
O=C(COC(=O)c1ccc(O)cc1)Nc1cc(C(F)(F)F)ccc1N1CCOCC1,-2.2%
O=C(O)C1CCCCC1C(=O)Nc1ccc(OCc2ccccc2)cc1 (stereo unspecified),1.0%
O=C(NCC1CCCN1S(=O)(=O)c1cccs1)c1c(F)cccc1F (stereo unspecified),0.9%
O=C(CSC1=NS(=O)(=O)c2ccccc2N1)Nc1cccc(F)c1,4.4%
CCC(C)(C)C1CCC2(CC1)NC(=O)N(CC(=O)NCCc1ccc(OC)c(OC)c1)C2=O (stereo unspecified),-0.2%
O=C(COC(=O)c1ccc2c(c1)OCCO2)Nc1ccc(F)cc1,-14.1%
CN(CC(=O)Nc1ccccc1Br)C(=O)CNC(=O)c1ccco1,9.7%
N#Cc1ccc(OCC(=O)NCC2COc3ccccc3O2)cc1 (stereo unspecified),6.0%

# Sorted by molar mass (falling): 14 of the compounds above
SMILES,L3MBTL1 block
O=C(COC(=O)c1cc(S(=O)(=O)N2CCOCC2)ccc1Cl)NCc1ccc2c(c1)OCO2,-0.7%
Cc1ccc(S(=O)(=O)N2[C@@H](c3cccc(Cl)c3)C(C(=O)O)=CC[C@H]2c2cccs2)cc1,-1.6%
CCC(C)(C)C1CCC2(CC1)NC(=O)N(CC(=O)NCCc1ccc(OC)c(OC)c1)C2=O (stereo unspecified),-0.2%
O=C(COC(=O)c1ccc(O)cc1)Nc1cc(C(F)(F)F)ccc1N1CCOCC1,-2.2%
COc1ccc(C(=O)Nc2ccc(Cl)cc2F)cc1S(=O)(=O)N1CCCC1,5.4%
O=S1(=O)c2ccc(Br)cc2N2CCC[C@@H]2CN1Cc1ccccc1,2.9%
O=C(CCc1c[nH]c2ccccc12)N1CCN(S(=O)(=O)c2ccccc2)CC1,-7.8%
O=C(NCC1CCCN1S(=O)(=O)c1cccs1)c1c(F)cccc1F (stereo unspecified),0.9%
COCCN(CC(=O)Nc1cccc(C)c1C)C(=O)Cc1ccsc1,0.8%
O=C(COc1ccc(Cl)cc1Cl)NC(=O)NC1CCCC1,2.4%
Cc1cccc(C(=O)N[C@H](C(=O)NCc2cccs2)C(C)C)c1,5.7%
N#Cc1ccc(OCC(=O)NCC2COc3ccccc3O2)cc1 (stereo unspecified),6.0%
O=C(NCCS(=O)(=O)NCc1cccnc1)c1ccccc1,-0.7%
Cc1nc(C)c(C(=O)OCC(=O)N(C)c2ccccc2)s1,6.8%

# (further entries)
SMILES,L3MBTL1 block
O=C(CN(Cc1ccco1)C(=O)c1ccc([N+](=O)[O-])cc1)Nc1ccccc1C(F)(F)F,-4.7%
CN(C)CCCNC(=O)C(=O)Nc1ccc2c(c1)N(S(=O)(=O)c1cccs1)CCC2,-12.2%
O=C(Cc1ccccc1[N+](=O)[O-])NC1CC2CCC1C2 (stereo unspecified),-4.0%
O=C(CSc1nc2[nH]c(=O)cc(O)c2s1)NCCc1ccccc1,?
Cc1ccc(C2=CC(=O)CC(C)(C)C2)cc1,3.5%
COc1ccc(C(=O)OCC(=O)N2C(C)CCCC2C)cc1S(=O)(=O)N1CCOCC1 (stereo unspecified),4.6%
CN(C)C(CNC(=O)c1cc2ccccc2o1)c1ccco1 (stereo unspecified),-2.3%
CCc1nc(SCc2ccccc2C)n[nH]1,6.0%
COc1ccc(C)cc1NC(=O)COC(=O)c1ccc2c(c1)OCO2,2.7%
Cc1nnc(SCC(=O)NC2CCCC2)n1-c1ccccc1,1.9%
CN(C)CCNc1c2c(nc3ccccc13)CCC2,5.1%
O=C(Nc1cc(S(=O)(=O)N2CCOCC2)ccc1N1CCCCC1)c1ccccc1Br,-5.5%
CCN(CC)c1ccc(S(=O)(=O)N2CCOCC2)cc1NC(=O)CSc1nncn1C,1.0%
CCCCCCN(C(=O)CCCCCN1C(=O)NC(c2ccc([N+](=O)[O-])cc2)C(C(=O)OCc2ccccc2)=C1C)C(C(=O)NCCCC)C1CCCCC1 (stereo unspecified),3.7%
NS(=O)(=O)c1cccc(NC(=O)CSc2n[nH]c(-c3cccs3)n2)c1,4.9%
C(=C\n1nnc2ccccc21)/c1ccc[nH]1,?
COc1ccc(S(=O)(=O)Nc2ccc(-n3cnnn3)cc2)cc1[N+](=O)[O-],-3.1%
O=C(Cc1ccc(F)cc1)N1CCOCC1,2.8%
O=C(CSCc1ccc(F)cc1)Nc1ccc(N2CCOCC2)cc1N1CCOCC1,3.9%
COc1ccccc1OCCNC(=O)c1cc(C2CC2)nc2c1cnn2C(C)C,2.5%
C[C@H](CO)N1C[C@H](C)[C@@H](CN(C)S(=O)(=O)c2ccccc2)Oc2c(NC(=O)Nc3ccc4c(c3)OCO4)cccc2C1=O,-10.8%
CC1CCCN(C(=O)COC(=O)c2cc(Br)ccc2O)C1 (stereo unspecified),2.5%
COc1ccccc1CNC(=O)C(CCSC)NC(=O)c1cccc(S(=O)(=O)N2CCOCC2)c1 (stereo unspecified),-4.5%
COc1ccc(OC)c(NC(=O)COC(=O)CCCN=C2NS(=O)(=O)c3ccccc32)c1,11.3%
Cc1ccc(NC(=O)CSCC(=O)NC2(C)CCS(=O)(=O)C2)cc1 (stereo unspecified),-2.1%
Cc1ccccc1CNC(=O)C(=O)NCCC1CCCCN1S(=O)(=O)c1cccs1 (stereo unspecified),2.0%
O=C(C[C@@H]1C/C=C\CCC(=O)OC[C@H](Cc2ccccc2)NC1=O)N[C@@H](CO)Cc1ccccc1,-1.4%
CN(CC(=O)NCC(=O)Nc1ccc(F)c(F)c1F)C1CCS(=O)(=O)C1 (stereo unspecified),-1.5%
Cc1ccc(S(=O)(=O)N2CCN(C(=O)c3ccc(-n4cncn4)c([N+](=O)[O-])c3)CC2)cc1,5.6%
Clc1cccc(-c2ccc3ncnc(NCc4cccnc4)c3c2)c1,-13.6%&-5.3%
CCCCn1c(N)c(N(CC(C)C)C(=O)CCNC(=O)c2ccc([N+](=O)[O-])cc2)c(=O)[nH]c1=O,3.5%
CCOc1ccccc1/C=C/C(=O)N1CCN(C(=O)c2ccco2)CC1,-0.4%
O=C(CCC1CCCCC1)NC1CCCCC1,-7.5%
CC(=O)c1cccc(NC(=O)c2cc(=O)[nH]c3ccc(S(=O)(=O)N4CCOCC4)cc23)c1,1.9%
CCn1c(Oc2cccc(Br)c2)nc2c1c(=O)n(C)c(=O)n2C,12.3%
COc1ccc(S(=O)(=O)N(C)C[C@H]2Oc3ccc(NC(=O)Nc4ccccc4)cc3C(=O)N([C@H](C)CO)C[C@@H]2C)cc1,-2.2%
O=C(COC(=O)COc1ccc2c(c1)CCC2)Nc1ccccc1C(F)(F)F,-5.1%
O=C(Nc1cccc(S(=O)(=O)N2CCCCCC2)c1)C1CC(=O)N(c2ccc3c(c2)OCCO3)C1 (stereo unspecified),-2.2%
Cc1cc(OC(=O)c2ccccc2[N+](=O)[O-])c([N+](=O)[O-])c(=O)[nH]1,-0.7%
C[C@@H]1COC(=O)[C@H](CC(=O)OC(C)(C)C)C/C=C\C[C@@H](CC(=O)N[C@H](CO)Cc2ccccc2)C(=O)N1,5.5%
CC(=O)Nc1ccc(N=Cc2c(O)ccc3ccccc23)cc1,-8.3%
CCOc1ccccc1C(=O)NCC(=O)NNC(=O)c1cccc(S(=O)(=O)Nc2ccc(OC)cc2)c1,3.6%
COc1ccc(S(=O)(=O)N2CCCCCC2)cc1C(=O)N(C)CCOc1ccc(Cl)cc1,-5.6%
Cc1cn2c(=O)c(C(=O)N3CCN(c4ccccc4F)CC3)cnc2s1,10.0%
COc1ccc(N2CCN(C(=O)CN3c4cccc5cccc(c45)S3(=O)=O)CC2)cc1,-12.9%
CCc1cccc2c(C(=O)CN3C(=O)NC4(CCCCC4)C3=O)c[nH]c12,3.8%
CCN(C(=O)COC(=O)c1cc(=O)c2ccccc2o1)c1c(N)n(Cc2ccccc2)c(=O)[nH]c1=O,2.4%
O=S(=O)(Nc1ccc2nc(N3CCOCC3)sc2c1)c1ccccc1,2.5%
CCN(CC)C(=O)N1CCN(c2c([N+](=O)[O-])c(=O)oc3ccccc23)CC1,11.4%
Cc1ccc(S(=O)(=O)NCC(=O)OCC(=O)Nc2cccc(S(=O)(=O)N3CCOCC3)c2)cc1,1.3%

# (list continues)
SMILES,L3MBTL1 block
O=C(COc1ccc(-n2cnnn2)cc1)Nc1ccc(F)cc1,3.5%
C#CCOCCOCCOCCNc1nc(N2CCN(C(=O)Cn3cc(CCCCN)nn3)CC2)nc(N2CCN(C(=O)[C@H](CCCCN)n3cc(CCCC)nn3)CC2)n1,3.8%
Cc1noc(C)c1S(=O)(=O)Nc1ccc2c(c1)C(=O)N([C@H](C)CO)C[C@H](C)[C@@H](CN(C)C(=O)NC(C)C)O2,6.1%
CC(OC(=O)c1ccc(Br)c(S(=O)(=O)N2CCOCC2)c1)C(=O)NC1CCCCC1C (stereo unspecified),-9.3%
CN1CCN(S(=O)(=O)c2ccc(C(F)(F)F)cc2)C(c2ccccc2)C1 (stereo unspecified),4.0%
O=C(COC(=O)c1c(F)cccc1F)NCc1cccs1,-1.3%
COC(=O)[C@]1(C)CCC[C@@]2(C)C3CC[C@@]4(C)C[C@]3(CCC21)CC(=O)N4C (stereo partly specified),-3.8%
COc1cc(/C=C/C(=O)OCC(=O)N2CCC(C)CC2)ccc1O,-3.1%
COCCN(C(=O)COC(=O)CCCOc1ccc(OC)cc1)c1c(N)n(Cc2ccccc2)c(=O)[nH]c1=O,2.4%
CCCCCCSc1ccc([C@H]2N[C@@](CC(C)C)(C(=O)OC)[C@H]3C(=O)N(CC)C(=O)[C@@H]23)cc1,-6.7%
COc1ccc([C@H]2CC(=O)C=C(/C=C/c3ccc(Cl)cc3)C2)cc1,-5.3%
CC(C)c1cccc(C2=CC(=O)C[C@H](c3ccc(F)cc3)C2)c1,30.8%[activator]
O=C(COC(=O)CCc1c[nH]c2ccccc12)Nc1ccccc1,-6.9%
CC(=O)Nc1oc(-c2cccc3ccccc23)nc1C#N,-3.8%
CCN(C(=O)CSc1nc2ccc(C)cc2[nH]1)C1CCS(=O)(=O)C1 (stereo unspecified),3.3%
Cc1ccsc1C(=O)OCC(=O)c1cc(C)n(C)c1C,-7.2%
CC(c1ccccc1)n1c(N2CCN(C)CC2)nc2c1c(=O)[nH]c(=O)n2C (stereo unspecified),-2.4%
O=C(CCNC(=O)c1ccc(Br)cc1)NCCCc1ccccc1,-0.8%
Cc1ccc(C(=O)OC(C)C(=O)NC2CCCCC2C)s1 (stereo unspecified),-1.0%
CCN(C(=O)CSc1nc(C2CC2)n(-c2ccccc2)n1)C1CCS(=O)(=O)C1 (stereo unspecified),-4.4%
NC(=O)C1Cc2ccccc2CN1C(=O)c1nn(Cc2ccccc2)c(=O)c2ccccc12 (stereo unspecified),2.3%
C[C@H]1CN([C@@H](C)CO)C(=O)c2cccc(NS(=O)(=O)c3cn(C)cn3)c2O[C@H]1CN(C)S(C)(=O)=O,-2.2%
Cc1ccc(C)c(CNc2ccc(S(=O)(=O)N3CCCCC3)cc2)c1,1.1%
O=C(Nc1ccccc1N1CCOCC1)c1ccncc1,-1.2%
CN(C)S(=O)(=O)c1ccc(C(=O)Nc2ccccc2C(=O)NCCCN2CCOCC2)cc1,-4.1%
CCCn1c(N)c(C(=O)CN(C)CC(=O)Nc2ccc(C)cc2)c(=O)[nH]c1=O,-5.1%
CCc1cccc(CC)c1NC(=O)CSc1nnc(C2CC2)n1N,7.3%
CS(=O)(=O)c1ccc(C(=O)Nc2cc(-c3ccccc3)nn2-c2ccccc2)cc1,2.6%
O=C(COc1coc(CN2CCN(c3ccccc3F)CC2)cc1=O)NC1CCCC1,8.0%
